Compound activity as filed in PubChem BioAssay.
ROMK mod: ROMK potassium channel modulators, primary screen, cell-based, thallium flux, MLSMR library; AID 1918, 2009; Tet-inducible ROMK, thallium flux fluorescence; actives lie on both sides; 130,000 compounds, 2% hits; ATP-sensitive inward rectifier potassium channel 1 (Homo sapiens), P48048; B-score at 10 µM;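 active means signal ratio slope over the read window, or its plate-corrected B-score, at least 3 SD from the plate mean, either direction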;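 further: B-score of the F/F0 ratio slope over 7 to 12 s after thallium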
Target sequence (P48048 whole entry, looked up): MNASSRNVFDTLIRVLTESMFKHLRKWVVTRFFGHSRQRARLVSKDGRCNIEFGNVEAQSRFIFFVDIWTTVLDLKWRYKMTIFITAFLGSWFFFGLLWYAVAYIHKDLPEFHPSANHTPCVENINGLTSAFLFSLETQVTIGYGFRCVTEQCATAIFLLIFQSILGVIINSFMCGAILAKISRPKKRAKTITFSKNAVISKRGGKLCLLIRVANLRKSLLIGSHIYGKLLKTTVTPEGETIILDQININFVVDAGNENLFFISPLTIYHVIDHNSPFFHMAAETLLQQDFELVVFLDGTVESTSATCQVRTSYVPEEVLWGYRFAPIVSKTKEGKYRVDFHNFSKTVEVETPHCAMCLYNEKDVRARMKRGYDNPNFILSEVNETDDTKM
The depositor's hits bear a star.

molecule,ROMK mod
O=C(O)c1cccc(Cn2c(Cl)c(/C=N/NC(=O)c3cc4ccccc4cc3O)sc2=O)c1,0.3
CC(=O)Nc1ccc(/C=C(\C#N)C(N)=O)cc1,0.11
S=c1[nH]nc2nnc3ccccc3n12,-0.067
Cn1c(=O)c2c(nc(NN=C3CCCC3)n2C)n(C)c1=O,0.55
CCn1cc(C(=O)O)c(=O)c2cnc(N3CCN(C(=S)Nc4ccccc4C(F)(F)F)CC3)nc21,-0.69
O=C(Nc1ccccc1)Nc1ccc(C(F)(F)F)cn1,-0.64
CC(=O)OC1CC[C@@]2(C)C(CCC3C2CC(=O)[C@@]2(C)C3CC3CC(C)=CC(=O)C32)C1 (stereo partly drawn),0.23
O=C1CC(N2CCc3ccccc32)C(=O)N1c1ccccc1 (stereo not drawn),-1.2
C/C(=N\Nc1nc2ccc(Cl)cc2o1)c1ccccc1,0.55
CCc1ccc[n+](-c2[nH]c(=O)sc2/C=N/N=C(\N)[O-])c1,0.11
CC(C)(C)n1cnnc1Sc1ncccc1[N+](=O)[O-],1.1
COC(=O)Nc1nnc(-c2ccco2)s1,-0.045
O=[N+]([O-])c1cc(CSC2=NCCN2)ccc1O,0.089
CC(=O)Nc1nc2c(C)c(Cl)ccc2s1,-0.57
COC(=O)c1cnn(-c2ccccc2)c1/C=N/NC(=S)Nc1ccc(Cl)cc1,0.89
CC(=O)NC(=S)Nc1ccc(NC(=S)NC(=O)c2ccc([N+](=O)[O-])cc2)cc1,-0.11
Cc1nc2sc(-c3ccccc3)cc2c(=O)n1N,-0.15
S=C(NC1CCCCC1)N1CCOCC1,-0.63
CCOC(=O)C(=O)NNc1ccc(F)cc1,-0.93
O=C(/C=C/c1ccco1)NCC1COc2ccccc2O1 (stereo not drawn),-0.98
Cc1ccc(NC(=S)N2CCc3[nH]c4ccccc4c3C2)cc1,-0.044
CCOC(=O)/C(=C/Nc1ccc(F)cc1)[N+](=O)[O-],0.049
C=CCOc1nc(-c2ccccc2Cl)nc2ccccc12,-0.15
O=C(O)CCC(=O)Nc1ccc(Oc2ncnc3cc(Cl)ccc23)nc1,0.016

Three structures already listed, arranged by molar mass, falling:
molecule,ROMK mod
CC(=O)NC(=S)Nc1ccc(NC(=S)NC(=O)c2ccc([N+](=O)[O-])cc2)cc1,-0.11
Cc1ccc(NC(=S)N2CCc3[nH]c4ccccc4c3C2)cc1,-0.044
O=[N+]([O-])c1cc(CSC2=NCCN2)ccc1O,0.089

More entries:
molecule,ROMK mod
O=C(NC(=S)Nc1ccc(CN2CCOCC2)cc1)c1ccc(-c2cccc(Cl)c2)o1,0.71
C=CCOC(=O)/C(=C/c1cccnc1)NC(=O)c1ccccc1,-0.38
COc1ccc(Cc2c(O)nc(SCC(=O)N3CCOCC3)[nH]c2=O)cc1,0.14
O=c1c2sc3nc(N4CCOCC4)c4c(c3c2ncn1Cc1ccco1)CCCC4,0.2
Cc1cc([N+](=O)[O-])cc(/C=N/n2c(C)nc3ccccc3c2=O)c1O,1.2
Cn1nc(C(F)(F)F)c(-c2ccc(F)cc2)c1NC(=O)c1ccco1,0.0019
CC1CC(C)CN(S(=O)(=O)c2ccc3c(c2)oc(=O)n3CC(=O)NCc2cccnc2)C1 (stereo not drawn),0.31
COc1ccccc1CN=C1NC(=O)C(CC(=O)Nc2ccc(C(C)=O)cc2)S1 (stereo not drawn),0.85
CS(=O)(=O)Nc1nc2n(n1)C(c1ccc(F)cc1)CC(c1ccccc1)N2 (stereo not drawn),1.5
C/C(=N\NC(N)=O)c1cc(Cl)cc(Cl)c1O,-1
Cc1nc(-c2ccc(S(=O)(=O)NCc3cccnc3)s2)cs1,-0.32
O=C(O)C(C(=O)O)=C1C2CC3CC(C2)CC1C3,0.12
Cc1cccc(NCC(=O)N/N=C\c2ccc[nH]2)c1,2
COc1cccc(-c2cc(-c3cccnc3)nc(N)c2C#N)c1,-0.023
CCn1c(=S)[nH]c2cc(Cl)ccc21,0.39
O=C(COc1ccccc1)N1CCN=C1SCc1ccc(F)cc1,-2.4
CCOC(=O)c1oc2ccccc2c1NC(=O)CCl,-0.46
O/N=C/c1ccc2cccc(O)c2n1,0.79
COc1ccc(CC(=O)NNC2=Nc3cccc4cccc2c34)cc1,-0.17
N#Cc1c(-c2ccncc2)c2c([nH]c1=O)-c1ccccc1OC2,-2.3
COc1ccc2[nH]c(=O)c(CN(C(=O)C3CCCO3)c3ccc(C)c(C)c3)cc2c1 (stereo not drawn),0.046
COc1cccc(/C=N/NC(=O)CSc2cccc3cccnc23)c1,-1.7
O=C(c1ccc(NC(=O)C2(c3ccccc3)CCCC2)cc1)N1CCOCC1,-0.36
Cc1nc2ccccc2n1CC(=O)NC1CCCCCC1,-0.053

5 entries picked at random from those above:
molecule,ROMK mod
O=C(NC(=S)Nc1ccc(CN2CCOCC2)cc1)c1ccc(-c2cccc(Cl)c2)o1,0.71
C=CCOc1nc(-c2ccccc2Cl)nc2ccccc12,-0.15
COc1ccc(Cc2c(O)nc(SCC(=O)N3CCOCC3)[nH]c2=O)cc1,0.14
O=C(O)CCC(=O)Nc1ccc(Oc2ncnc3cc(Cl)ccc23)nc1,0.016
CS(=O)(=O)Nc1nc2n(n1)C(c1ccc(F)cc1)CC(c1ccccc1)N2 (stereo not drawn),1.5

Remaining list, next part
molecule,ROMK mod
O=C(O)CCCCCCCCCCP(=O)(c1ccccc1)c1ccccc1,0.018
O=C(c1ccccc1Cl)N1CCSCC1,-0.89
Cc1onc2c(=O)n(-c3ccccc3)nc(-c3ccccc3)c12,-0.25
O=C(Nc1ccccc1)Nc1nnc(COc2ccccc2F)s1,0.6
Cn1c(SCC(=O)N2CCOCC2)nnc1-c1ccc2ncccc2c1,0.73
Cn1cccc1/C=N/NC(=O)CSc1nc2ccccc2[nH]1,-1.7
CCN(CC)CCNC(=O)Cn1ncc2ccccc2c1=O,1.4
CCOC(=O)c1[nH]cnc1C(=O)Nc1cccc(OC)c1,1
COc1cc(OC)c(S(=O)(=O)Nc2ccccc2N2CCCCC2)cc1NC(C)=O,-0.7
CC1(C)N=c2ccc([N+](=O)[O-])c(N)c2=[N+]1[O-],0.059
CC(C)On1c(SCC(=O)N(C)C)nc2ccccc2c1=O,0.068
N=c1sccn1CC(=O)Nc1cccc(S(N)(=O)=O)c1,-0.044
CC1CN(c2ccc([N+](=O)[O-])cc2Cl)CCN1S(C)(=O)=O (stereo not drawn),-2.5
O=C(CC1Sc2ccccc2NC1=O)NNC(=O)Nc1ccc(Cl)cc1 (stereo not drawn),-0.75
COc1ccc(C(=O)CCNc2ccc(F)cc2)cc1,1
COc1ccc(/C=N/NC(N)=S)cc1,-0.18
[O-][N+]12CCCCC1CCCC2CO (stereo not drawn),0.89
C/C(=C\C(=O)Nc1cscc1C)C(=O)O,-1.2
CC(C)n1c(NCc2ccc(Cl)cc2)nc2ccccc21,-0.59
O=Cc1cc2cc3c(cc2nc1Cl)OCCO3,-0.35
O=[N+]([O-])c1cccc(-c2ccc(/C=N/NC(=S)NCc3ccco3)o2)c1,0.41
CCn1cc(C(=O)O)c(=O)c2cc(F)c(N3CCN(C(=S)NC(=O)c4ccccc4Cl)CC3)cc21,1.3
COc1ccccc1N(CC(=O)NCC1CCCO1)C(=O)CNS(=O)(=O)c1ccccc1 (stereo not drawn),0.11
Cn1c(=O)c2c(O)c([N+](=O)[O-])c(=O)n(C)c2n(C)c1=O,0.069
Cn1c2ccccc2c(=O)c2c(=O)n(Cc3ccccc3)c(-c3ccc(F)cc3)nc21,0.23
Cn1c2ccc(F)cc2c2nnc(NN)nc21,0.031
O=c1[nH]c2ccccc2c(O)c1-[n+]1ccccc1,0.36
COc1ccc(-c2nnnn2C(C)C)cc1S(=O)(=O)Nc1ccccc1,-0.8
O=C1C2C3C=CC(C4CC34)C2C(=O)N1c1cc(Cl)ccn1 (stereo not drawn),-0.39
Cc1c(O)c2ccccc2oc1=O,0.61
Cn1ncc2c(O/N=C(\N)c3ccc(C(F)(F)F)cc3)ncnc21,0.47
Nc1nonc1-n1nnc(C(=O)N/N=C/c2ccccc2)c1CSc1ccccc1,1.6
CCCCCCCC(=O)NC1=NC(=O)C(C)(C)S1,0.47
O=C(NNc1ncnc2ccccc12)c1cccc(Cl)c1,-0.2
O=C(c1ccc2ccccc2c1)C1CCCN(C(=O)c2cnccn2)C1 (stereo not drawn),-0.84
CC(C)(C)c1ccc(Oc2ccc(NC(=O)c3cccs3)cn2)cc1,0.22
Cc1cc(C(=O)O)ccc1-c1ccc(/C=C2\NC(=O)N(Cc3ccc(F)cc3)C2=O)o1,2.4
COc1cccc(Cl)c1NC(=O)N1CCN(c2cc(C)nc3ccccc23)CC1,0.28
Cc1nc2ccccc2nc1N/N=C/c1ccc(O)cc1O,0.69
Cc1nn(-c2ccccc2)c2c1cc1c(=O)n(C)c(=O)nc-1n2-c1ccccc1F,0.67
Cn1nc(-c2ccccc2)cc1NS(=O)(=O)c1ccc(C#N)cc1,-0.079
O=C(C1CCC1)N1CCN(c2ccnc3cc(Cl)ccc23)CC1,0.83
COC(=O)c1cc(S(=O)(=O)Nc2nn(C)c3cccc(F)c23)oc1C,1.7
O=C(N/N=C/c1cccc(Cl)c1)c1c(O)c2c([nH]c1=O)CCCC2,0.019
CN(Cc1nccs1)C(=O)CC1C(=O)NCCN1Cc1ccc(-c2ccccc2)cc1 (stereo not drawn),-0.23
Clc1ccc(N2CCN(/N=C/c3ccncc3)CC2)cc1,0.15
CN(C(=O)Nc1ccc(Cl)cc1)n1cnc2ccccc2c1=O,-0.48
Cc1cc(C)c2[nH]c(C(=O)Nc3ccc4c(c3)OCO4)cc2c1,0.71
COc1ccc(OC)c(S(=O)(=O)NCCc2csc(-c3cccnc3)n2)c1,0.8
Cc1cc(=O)nc2c3ccccc3n(C(C)C(=O)Nc3cc(F)ccc3F)n12 (stereo not drawn),-0.029
O=C(CN1CCN(Cc2ccccc2)CC1)N/N=C/c1cccnc1,-0.46
CNc1nc(C)c(C(C)(C)C)s1,0.017
NC(N)=NS(=O)(=O)c1ccc(NC(=S)NC(=O)c2ccccc2)cc1,0.3
NC(=O)C12CCCC(Br)(CCC1)C2,-0.089
CC(C)c1ccc(NC(=O)c2cc3c(=O)n(C)c4ccccc4c3n2C)cc1,0.097
O=C(NCCc1c[nH]c2ccccc12)C(=O)NCC1OCCN1S(=O)(=O)c1cc(F)ccc1F (stereo not drawn),1.5
COc1ccccc1C1=NOC(COC(=O)c2ccc([N+](=O)[O-])cc2)C1 (stereo not drawn),0.51
Cc1nc2c(C)cccc2c2c1CCS2,0.12
COc1ccc(C(=O)N/C(=C\c2ccco2)C(=O)OCc2ccco2)cc1,-0.73
COc1cccc(/C=N/Nc2ncnc3c2[nH]c2ccc(C)cc23)c1OC,-0.58

Other compounds
molecule,ROMK mod
NC(=O)C1CCN(c2cc(Cl)ccc2[N+](=O)[O-])CC1,0.18
Cc1ccc(S(=O)(=O)NNC(=S)NC(C)(C)C)cc1,-0.32
Cn1nc(C(F)(F)F)c2cc(C(=O)Nc3ccc(C(F)(F)F)cc3)sc21,1.2
Cc1ccc(CNc2ccc3c(c2)ncn3C(C)C)cc1,2.8
COc1c(/C=N/NS(=O)(=O)c2ccc(C)cc2)c(CCN(C)C(C)=O)cc2c1OCO2,0.39
NC(=O)c1cccnc1Oc1ccc(Cl)cc1,0.17
OCCN1CCN(c2cc(C(F)(F)F)nc3ccccc23)CC1,-0.022
O=C1CC(c2ccco2)CC(O)=C1C=NCCN1CCN(C(=S)Nc2ccccc2)CC1 (stereo not drawn),-0.31
Cc1ccc(NC(=O)Nc2ccc3c(c2)C(=O)OC3)cc1Cl,-1.2
Cc1c(C(=O)/C=C/N(C)C)nnn1-c1ccc(Cl)cc1Cl,2.2
CC(C)(C)/C=N/NC(=O)C1CC1,0.19
CC(=O)Nc1ccc(S(=O)(=O)Nc2cc(-c3ccccc3)nn2C)cc1,-0.27
CN(C)/C=C1\SC(=S)N(c2ccc(Br)cc2)C1=O,-1.5
Cc1ccccc1C(=O)NNC(=O)CSc1nc2ccccc2c(=O)[nH]1,0.17
Cc1ccccc1NC(=O)C(C)n1c2ccccc2c2nc(=O)cc(C)n21 (stereo not drawn),-0.024
O=C(O)COc1ccccc1/C=N/NC(=O)CSc1nnc(-c2ccc(Cl)cc2)n1C1CCCCC1,0.55
CCN(CC)CCCN1C(=O)C(=O)/C(=C(/O)c2ccccc2)C1c1ccccn1 (stereo not drawn),0.62
Cc1nnsc1-c1c(C(=O)N2CCOCC2)c(C)nn1-c1ccccc1,0
CCOC(=O)c1c(CSc2ccccc2)n(C)c2cc(Br)c(O)c(CN(C)C)c12,-1.9
O=C1c2cccc3cc([N+](=O)[O-])cc(c23)C(=O)N1CCN1CCCC1,0.29
COc1ccc(C(=O)N/C(=C/c2cccnc2)C(=O)NCc2ccco2)cc1OC,0.95
CSC1=NNC(c2ccc(C(C)(C)C)cc2)=NN1,0.2
Cc1cc(C)c(-n2nnnc2SCC(=O)c2cc3ccccc3o2)c(C)c1,-0.48
COc1ccc(C2CC(c3ccccc3OC(=O)/C=C/c3ccccc3)=NN2C(C)=O)cc1 (stereo not drawn),-0.3
COCCn1c(-c2cc(OC)c(OC)c(OC)c2)nc2oc3cc(OC)ccc3c(=O)c2c1=O,-0.025
COc1ccc(OCCn2cnc(Cl)c2Cl)cc1,-0.88
OCc1ncc(-c2ccccc2)s1,-0.54
Cc1nnsc1-c1c(C(=O)Oc2ccccc2)c(C)nn1-c1ccccc1,-0.0066
Nc1nc(Nc2cccc(F)c2)nc(NCCO)c1[N+](=O)[O-],-0.8
CCOC(=O)CON1C(=O)C(=O)N(OCC(=O)OCC)[C@H]2CCCC[C@H]21,0.049

The list is partial; count on the stated rates, not on these rows.
